Menin MLL FP TR: qHTS Assay for Inhibitors Targeting the Menin-MLL Interaction in MLL Related Leukemias: Competition With Texas Red Labeled MLL-derived Mutant Peptide; Menin + Texas Red MLL mutant peptide, fluorescence polarization; 270,000 compounds, 0.23% hits; O00255; Potency, µM (doses to about 61.6 µM), for the others: at the highest dose FP activity change, negative = inhibition, actives largely listed as inhibitors; AID 1768, 2009; active means well fitted inhibition curve with a large enough effect in the polarisation, with a control signal flat, not every such curve was filed as active; inconclusive means small, poorly fitted or top-dose-only effect, or effect the other way, or a change in a side signal; inactive means no such curve, though single readings can be large or run the other way; the % refers to the polarisation; further: potency means the concentration at half of the fitted maximal effect; % of control where 0% means no effect; many of its hits are not listed in these tables
Target sequence (O00255 whole entry, looked up): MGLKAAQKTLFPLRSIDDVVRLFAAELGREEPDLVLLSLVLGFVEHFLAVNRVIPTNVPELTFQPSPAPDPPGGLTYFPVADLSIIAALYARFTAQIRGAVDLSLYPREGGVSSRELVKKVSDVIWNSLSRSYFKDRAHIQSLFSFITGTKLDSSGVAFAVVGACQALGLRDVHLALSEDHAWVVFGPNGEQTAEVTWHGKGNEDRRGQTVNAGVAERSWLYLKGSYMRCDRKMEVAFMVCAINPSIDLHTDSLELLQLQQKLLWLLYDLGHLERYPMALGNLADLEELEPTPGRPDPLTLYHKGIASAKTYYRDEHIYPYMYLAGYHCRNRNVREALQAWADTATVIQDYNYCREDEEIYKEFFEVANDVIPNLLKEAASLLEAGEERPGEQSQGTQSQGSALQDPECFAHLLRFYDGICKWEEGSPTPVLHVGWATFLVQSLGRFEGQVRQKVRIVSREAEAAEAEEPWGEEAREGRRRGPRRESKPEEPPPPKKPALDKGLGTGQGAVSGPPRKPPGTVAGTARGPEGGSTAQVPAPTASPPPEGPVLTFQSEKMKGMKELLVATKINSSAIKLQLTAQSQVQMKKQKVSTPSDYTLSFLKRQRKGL
MBNL1 CUG block: qHTS Assay for Inhibitors of MBNL1-poly(CUG) RNA binding; TR-FRET MBNL1-His/biotin-(CUG)12 binding, 665/545 ratio; Potency, µM (series often up to 57.5 µM), for inactives: top-dose activity change, negative = inhibition, usual class: inhibitors; 280,000 compounds, 0.036% hits; active means well fitted inhibition curve with a large enough effect in the signal ratio, with a control signal flat, not every such curve was filed as active; inconclusive means small, poorly fitted or top-dose-only effect, or effect the other way, or a change in a side signal; inactive means no such curve, though single readings can be large or run the other way; the % refers to the signal ratio; further: potency means the concentration at half of the fitted maximal effect; on the % scale 0 is the no-effect control and ±100 the full control effect
Target sequence (Q9NR56 whole entry, looked up): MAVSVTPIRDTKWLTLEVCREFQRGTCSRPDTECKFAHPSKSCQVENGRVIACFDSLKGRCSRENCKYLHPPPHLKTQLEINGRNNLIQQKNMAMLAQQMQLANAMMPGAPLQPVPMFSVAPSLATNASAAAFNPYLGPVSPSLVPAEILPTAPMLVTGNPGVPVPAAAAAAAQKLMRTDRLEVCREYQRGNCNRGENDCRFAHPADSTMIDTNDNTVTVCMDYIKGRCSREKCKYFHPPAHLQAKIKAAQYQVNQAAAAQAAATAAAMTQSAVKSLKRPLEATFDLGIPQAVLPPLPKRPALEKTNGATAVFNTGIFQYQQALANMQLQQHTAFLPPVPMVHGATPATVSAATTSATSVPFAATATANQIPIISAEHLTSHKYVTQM
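Inhibition of protein-RNA binding appears as loss of TR-FRET between terbium anti-His antibody on MBNL1-His and streptavidin-XL665 on biotin-(CUG)12. Activity is normalized to buffer-only and uninhibited-complex controls.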
PTAP TSG101 blk: qHTS Assay for Iinhibitors of HIV-1 Budding by Blocking the Interaction of PTAP/TSG101; Tumor susceptibility gene 101 protein (Homo sapiens), Q99816; Fluorescence polarization, FITC-PTAP peptide / Tsg101 binding; Potency, µM (top dose mostly 115 µM), without a hit: top-dose activity change, negative = inhibition, actives largely listed as inhibitors; 340,000 tested, under 10 active; AID 493005, 2010; active means well fitted inhibition curve with a large enough effect in the main read-out, with a control signal flat, not every such curve was filed as active; inconclusive means small, poorly fitted or top-dose-only effect, or effect the other way, or a change in a side signal; inactive means no such curve, though single readings can be large or run the other way; further: potency means the concentration at half of the fitted maximal effect; % of control where 0% means no effect
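FP read-out: FITC-PTAP peptide, 50 nM final, binding Tsg101 binding domain, 10 uM final; 20 min, r.t.; 10 mM HEPES pH 7.5, 0.15 M NaCl, 0.01% Tween 20, 3 mM EDTA, 0.1 mM TCEP.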
MLL CXXC-DNA inh: qHTS Fluorescence Polarization Assay for Inhibitors of MLL CXXC domain - DNA interaction; Histone-lysine N-methyltransferase 2A (Homo sapiens), Q03164; MLL-CXXC / FITC-HOXA9 DNA fluorescence polarization; Potency, µM (titrated, usually from 115 µM), for the others: at the highest dose activity change, negative = inhibition, actives largely listed as inhibitors; 290,000 compounds, 0.037% hits; active means well fitted inhibition curve with a large enough effect in the polarisation, with a control signal flat, not every such curve was filed as active; inconclusive means small, poorly fitted or top-dose-only effect, or effect the other way, or a change in a side signal; inactive means no such curve, though single readings can be large or run the other way; the % refers to the polarisation; further: potency means the concentration at half of the fitted maximal effect
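Steps: dispense CXXC domain solution (7 uM) → pin compounds or unlabeled HOX-A9 DNA control → 5 min ambient → add FLSN-HOX-A9 solution (50 nM) → spin → 30 min ambient → fluorescence polarization. Tris pH 7.5/NaCl/DTT/BSA buffer.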
AT treatment: qHTS Assay for Identifying a Potential Treatment of Ataxia-Telangiectasia | […] A-T fibroblasts, KAP-1 phosphorylation AlphaLISA; neocarzinostatin DNA damage 30 min before lysis | Potency, µM (highest dose often 57.5 µM), for the others: at the highest dose activation, most hits filed as activators | 320,000 compounds, 0.19% hits | AID 485349, 2010; further: potency means the concentration at half of the fitted maximal effect; % of control where 0% means no effect; nearly all actives have a fitted effect of over 45% in size
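hTERT-immortalized A-T patient fibroblasts ([…]), 500 cells/well in OPTI-MEM, 1% FBS, got compounds for 60 min, then NCS for 30 min at 37C. Lysates were then assayed for phospho-KAP-1 by AlphaLISA (anti-pKAP1 donor, anti-KAP1 acceptor beads), 6 hr at 25C.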
TSHR antagonist: Antagonists of the Thyroid Stimulating Hormone Receptor: HTS campaign. activity change, negative = inhibition, % at 11.5 µM. TSHR-expressing cells, TSH-stimulated cAMP HTRF, 2 h; hits give low values. Thyrotropin receptor (Homo sapiens), P16473. 330,000 compounds, 0.2% hits. AID 504810, 2011;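 active means activity change below a set negative limit, meaning inhibition stronger than a set level, cut at about -70% in these data; inconclusive means activity change between two set negative limits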; further: on the % scale 0 is the no-effect control and ±100 the full control effect
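Freshly harvested TSHR cells receive pin-tooled compound, then EC80 TSH at 4nM final. After 2 hours at 37 deg C, antibody in lysis buffer and cAMP-d2 are added; 30 minutes at ambient temperature precede the HTRF read.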
TCR act: Activators of T cell receptors: qHTS campaign; primary human leukocytes, anti-CD3, IL-2 HTRF, 48 h; Potency, µM (highest dose often 9.22 µM), inactives show at the top dose activation of IL-2 secretion, usual class: activators; 330,000 tested, under 10 active; further: % of control where 0% means no effect
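Primary human leukocytes incubated 48 hr with anti-CD3 beads plus compound, without co-stimulation. Secreted IL-2 measured by HTRF (europium cryptate/d2 anti-IL-2 pair, 320 nm excitation, 665 nm emission).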
a7 integrin act: qHTS for Activators of Integrin-Mediated Alleviation for Muscular Dystrophy | 350,000 compounds, 0.064% hits | alpha7betagal myoblasts, beta-gal FDG fluorescence, 48 h | Potency, µM (highest dose often 38.3 µM), inactives show at the highest dose activation, hits mostly activators;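 further: potency means the concentration at half of the fitted maximal effect; 100% = response of the positive control SU9516; nearly all actives have a fitted effect of over 60% in size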
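alpha7betagal+/- myoblasts (passage 13, 250/well) treated 48 h at 37C with compounds at 1:260 dilution of DMSO stock. Lysed, then beta-galactosidase activity read as FDG fluorescence (ex 480/em 540) after 30 min, with pre-read for autofluorescence.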
Mito fusion yeast: qHTS Assay for Small Molecule Inhibitors of Mitochondrial Division or Activators of Mitochondrial Fusion | S. cerevisiae fusion-defective mutant growth rescue, CellTiterGlo 48 h | 320,000 compounds, 0.23% hits | AID 485298, 2010 | Potency, µM (top dose mostly 46.1 µM), without a hit: at the top dose growth rescue (activation), usual class: activators;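 further: potency means the concentration at half of the fitted maximal effect; % of control where 0% means no effect; nearly all actives have a fitted effect of over 45% in size; temperature-sensitive fusion mutants such as fzo1-1 at 37 °C on non-fermentable ethanol glycerol medium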
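Growth-rescue viability read-out: after 48 h at the non-permissive 37C in glycerol/ethanol YPEG, yeast mitochondrial fusion mutants are measured by CellTiterGlo luminescence; compounds (23 nl pinned per well) restoring growth score as division inhibitors or fusion activators.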
S-ASM inh: Inhibitors of Secretory Acid Sphingomyelinase (S-ASM): qHTS. Potency, µM (highest dose often 57.5 µM), for the others: at the highest dose activity change, negative = inhibition, most hits filed as inhibitors. placental ASM, HMU-PC fluorogenic substrate, 60 min. Sphingomyelin phosphodiesterase (Homo sapiens), P17405. 340,000 compounds, 0.006% hits; further: potency means the concentration at half of the fitted maximal effect
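Human placenta-derived ASM enzyme was preincubated with compound for 10 minutes at room temperature, then given fluorogenic substrate HMU-PC0 (9 uM final) for 60 minutes at 37 °C; a pH 10 stop preceded fluorescence reading at Ex 386/Em 447 nm.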
* marks the source's active call; other numbers are inactive results; ? = inconclusive; nt = not tested or not shown; [ ] = dose if it differs, or a comment. Unless noted, the call rests on the fitted dose curve; in most records, active means well fitted curve in the direction sought with a large enough effect; inconclusive means small, poorly fitted or top-dose-only effect, or another doubt; inactive means no such curve, though single readings can be large; an effect the other way counts as inactive or inconclusive.

Second line of a record: Menin MLL FP TR	MBNL1 CUG block	PTAP TSG101 blk	MLL CXXC-DNA inh	AT treatment	TSHR antagonist	TCR act	a7 integrin act	Mito fusion yeast	S-ASM inh
(1) COCC(=O)NC1CC2CCC(C1)N2C(=S)Nc1ccccc1C(=O)OC (stereo not drawn)
  7%	-3%	0%	-2%	2%	23	11%	-41%	8%	-1%
(2) Cc1nc(N2CCOCC2)c2oc3ccccc3c2n1
  6%	6%	-2%	-7%	nt	13	4%	0%	16%	3%
(3) COc1ccccc1NC(=O)CN1CCC(c2nc3ccc(C)cc3[nH]2)CC1
  -2%	10%	-4%	-3%	0%	12	nt	-20%	-1%	-3%
(4) COc1ccc(S(=O)(=O)N(C)CC(=O)NCCN2CCOCC2)cc1
  -10%	-7%	-1%	10%	-11%	-7	0%	?	2%	0%
(5) COc1ccc(-c2csc3nc(C)n(-n4cccc4)c(=O)c23)cc1
  3%	5%	88%[activator]	2%	2%	11	6%	-1%	7%	-6%
(6) COc1ccc(N(C(=O)CNC(=O)c2ccco2)C(C(=O)NC2CCCCC2)c2ccco2)cc1 (stereo not drawn)
  -12%	4%	-4%	0%	2%	-8	-5%	11%	7%	1%
(7) O=C1c2oc3ccc(F)cc3c(=O)c2C(c2ccncc2)N1CCN1CCOCC1 (stereo not drawn)
  16%	?	nt	1%	-6%	8	nt	nt	-2%	nt
(8) CC(C)OCC(O)CN1CCN(C(c2ccccc2)c2ccccc2)CC1 (stereo not drawn)
  -20%	2%	3%	0%	4%	-12	-6%	2%	-9%	1%
(9) CCn1cc[n+](C)c1P(c1ccccc1)c1ccccc1
  10%	1%	-6%	11%	1%	-9	-6%[46.1 µM]	-38%	0%	1%
(10) O=S(=O)(c1ccccc1)N1CCN(S(=O)(=O)N2CCCCC2)CC1
  -24%	-12%	-5%	-12%	-1%	4	-2%	25%	0%	2%
(11) O=C1c2ccccc2[C@@H]2C[C@@H](O)[C@H](Nc3cccc4ccccc34)CCN12
  nt	nt	-4%	nt	5%[11.5 µM]	-3	-4%[46.1 µM]	-1%	nt	1%
(12) Cc1[nH]c2ccc(C(=O)N3CCCCC3)cc2c1C
  -27%	5%	-3%	13%	2%	-2	9%	-19%	2%	1%
(13) Cc1ccccc1NS(=O)(=O)c1ccc(C(=O)N2CCCCCCC2)cc1
  nt	nt	-8%	nt	-5%	nt	14%	?	-1%	2%
(14) O=C(CN1CCCc2ccccc21)Nc1ccccc1[N+](=O)[O-]
  -7%	nt	-4%	6%	0%	2	-7%	-69%[inhibitor]	8%	-2%
(15) O=C(COC(=O)C1CCCN1C(=O)c1cccs1)Nc1ccc2c(c1)OCO2 (stereo not drawn)
  2%	1%	-4%	5%	2%	7	1%	3%	4%	2%
(16) COc1ccc(NC(=S)c2ccc(N(C)C)cc2)cc1
  -9%	?	0%	1%	3%	0	-8%[46.1 µM]	-9%	-3%	36%[activator]
(17) CCCCOc1ccc(C(C)NC(=O)C2CCCN(S(=O)(=O)CC)C2)cc1 (stereo not drawn)
  8%	1%	-9%	5%	-1%	4	1%	-5%	1%	-1%
(18) Oc1ccc(-c2nc3ccccc3nc2-c2ccc(O)cc2O)c(O)c1
  nt	nt	-5%	nt	nt	nt	-1%	-14%	nt	-13%
(19) CCCOc1ccc(S(=O)(=O)NCc2ccc(OC)cc2)cc1
  -9%	7%	4%	10%	9%	-15	9%	-20%	9%	-9%
(20) COc1ccc(C(=O)NC2CC2)cc1OC1CCN(Cc2ccc(F)cc2F)CC1
  -21%	2%	nt	-8%	8%	-6	4%	-23%	2%	2%
(21) Cc1cccc(C)c1-c1ccc(CN2C(CC(C)C)C(=O)N(Cc3cn(CCO)nn3)CCS2(=O)=O)cc1 (stereo not drawn)
  nt	nt	-5%	nt	nt	nt	4%	-1%	nt	-16%
(22) Cc1cc(C)n(CCN(C)C(=O)CCc2nnc(CCC3CCCCC3)o2)n1
  -7%	-3%	0%	-7%	2%	-8	-6%	2%	3%	1%
(23) COC(=O)[C@@]1(Cc2ccccc2)[C@H]2C(=O)N(Cc3ccccc3)C(=O)[C@H]2[C@H]2CN=C(SCC3CC3)N21
  nt	nt	-9%	nt	2%	-5	9%[46.1 µM]	2%	nt	3%
(24) COc1cc(NC(=O)c2cc3sccc3n2C)cc(OC)c1
  ?	2%	-5%	7%	7%	-12	nt	-17%[7.66 µM]	14%	-4%
(25) Cc1ccc(OCC(=O)Nc2ccc(CN3CCOCC3)cc2)cc1C
  0%	-4%	0%	-7%	5%	4	nt	23%	-6%	-2%
(26) COC(=O)C(C)n1cnc2c(nnn2Cc2ccc(Cl)cc2)c1=O (stereo not drawn)
  -3%	-6%	-1%	12%	10%	-48	0%	19%	-7%	-2%
(27) O=C(O)c1cc(N=Cc2c(O)c3ccccc3oc2=O)ccc1O
  21%	13%	-10%	2%	-7%	-3	-4%	7.1µM*	3%	13%
(28) Cc1cc2nc(SCC(=O)Nc3nonc3C)c3c(c2cc1C)CCCC3
  0%	1%	-8%	1%	7%	49	nt	-4%	1%	-8%
(29) Cc1ccc2[nH]c(C(=O)Nc3ccc(F)cc3)cc2c1
  -16%	21%	-1%	14%	4%	-12	1%	1%	0%	-1%
(30) CN(C)/C=C(\C=O)c1c(Cl)cccc1Cl
  -12%	-2%	-2%	-1%	0%	-5	-1%	17%	-2%	13%
(31) Cc1ccc(NC(=O)c2cccc(-n3cnnn3)c2)cc1Cl
  nt	nt	-3%	nt	-1%	9	-1%	7%	-5%	-4%
(32) Cc1ccc(NC2CCCN(C(=O)c3cccc4nccnc34)C2)cc1C (stereo not drawn)
  nt	4%	-1%	1%	6%	3	-2%	0%	1%	-1%
(33) COc1[nH]c(/N=C/c2ccccc2)c(C#N)c1C#N
  11µM*	30%	-7%	8%	-10%	11	-3%	5%	0%	8%
(34) O=C(Nc1nc2c(s1)CN(Cc1ccccc1)CC2)C1CCC1
  -4%	0%	1%	-8%	12%	2	-7%	-11%	0%	155%[activator]
(35) CCOC(=O)C1CCCN(C2CC(=O)N(c3ccc(C(C)C)cc3)C2=O)C1 (stereo not drawn)
  ?	-1%	5%	-2%	-2%	3	0%	5%	-20%	0%
(36) CC(=NNc1nc2ccccc2o1)c1ncccn1
  nt	nt	-1%	nt	nt	nt	2%	-54%[inhibitor]	nt	-3%
(37) COC(=O)C(Cc1ccccc1)NC(=O)c1ccc(C)cc1 (stereo not drawn)
  -7%	-6%	-7%	3%	-1%	-5	1%	1%	2%	0%
(38) Cn1c(Nc2ccc(Cl)cc2)cc(=O)n(C)c1=O
  -20%	-3%	1%	5%	2%	-20	1%	18%	-1%	3%

a7 integrin act: hit marks shown above.
entry	canonical_smiles	Menin MLL FP TR	PTAP TSG101 blk	MLL CXXC-DNA inh	TSHR antagonist	TCR act	a7 integrin act	S-ASM inh
27	O=C(O)c1cc(N=Cc2c(O)c3ccccc3oc2=O)ccc1O	21%	-10%	2%	-3	-4%	7.1µM*	13%

Fetched one by one from the entries so far:
Second line of a record: Menin MLL FP TR	MBNL1 CUG block	PTAP TSG101 blk	MLL CXXC-DNA inh	AT treatment	TSHR antagonist	TCR act	a7 integrin act	Mito fusion yeast	S-ASM inh
(8) CC(C)OCC(O)CN1CCN(C(c2ccccc2)c2ccccc2)CC1 (stereo not drawn)
  -20%	2%	3%	0%	4%	-12	-6%	2%	-9%	1%
(26) COC(=O)C(C)n1cnc2c(nnn2Cc2ccc(Cl)cc2)c1=O (stereo not drawn)
  -3%	-6%	-1%	12%	10%	-48	0%	19%	-7%	-2%

Assay outcomes (PubChem)

Only part of the results is shown. The share of hits here may be higher or lower than overall.
